# PLCb3 inh: inhibitors of human phospholipase C beta3; Q01970; Purified PLC-beta3, fluorogenic substrate, fluorescence; inhibition, % at 12.2 µM; 370,000 tested, 0.18% active; in the data active = inhibition above about 11%;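 note: 0% = median of compound wells on plate and 100% = full blocker control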
# KLK7 zymogen act: activates the human kallikrein-7 zymogen | P49862 | purified proKLK7, EDANS-DABCYL substrate fluorescence; 100% is mature enzyme control, 0% vehicle | activation, % at 7 µM | 370,000 tested, 0.9% active | AID 652039;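 active = activation above the mean of all tested compounds plus 3 SD, computed per campaign excluding outliers beyond control limits, cut at about 13% in these data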
# Target sequence (P49862 whole entry, looked up): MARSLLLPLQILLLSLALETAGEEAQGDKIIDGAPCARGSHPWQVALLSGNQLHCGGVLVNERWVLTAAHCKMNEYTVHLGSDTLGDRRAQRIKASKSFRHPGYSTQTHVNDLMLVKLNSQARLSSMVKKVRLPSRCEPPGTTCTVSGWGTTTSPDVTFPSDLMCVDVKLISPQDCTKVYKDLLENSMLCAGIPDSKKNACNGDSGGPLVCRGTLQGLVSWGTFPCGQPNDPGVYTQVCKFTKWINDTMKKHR
# Rev-erbA mod: Rev-erb alpha (human) modulation | activity, % at 10 µM | 370,000 tested, 0.79% active | Rev-erbα–FITC-DNA binding, fluorescence polarization, 90 min | AID 1259318 | P20393;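 active = activity above about 14%, limit read from the data; passing the limit was not always enough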;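 note: 0% = DMSO wells with 35 nM protein and 100% = DMSO wells with 750 nM protein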
# HGIII-sPLA2 inh: Blocks human group III sPLA2 activity; QFRET BODIPY PC-A2 liposome hydrolysis, fluorescence; inhibition, % at 12.2 µM; 370,000 tested, 0.56% active; AID 743126;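 active = inhibition above mean plus 3 SD of compounds lying within the high and low control bounds, cut at about 19% in these data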;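 note: 0% = median of test compound wells and 100% = no enzyme DMSO wells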
# ASAP1 GAP inh: ASAP1 ArfGAP inhibition; 360,000 tested, 0.19% active; ASAP1-stimulated ARF1 GTP hydrolysis, GDP FP detection; AID 624377; Q9ULH1; inhibition, % at 16.5 µM; in the data active = inhibition above about 25%;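 note: 0% = vehicle with enzyme and substrate and 100% = no enzyme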
# DDE Tn6 FP inh: inhibitors of Tn6 peptide binding to human fibrin DD(E); P02675; Fibrin DD(E) TRITC-Tn6 fluorescence polarization displacement; inhibition, % at 8.3 µM; 370,000 tested, 0.21% active; AID 720509;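 active = inhibition above a per-campaign cutoff: mean of compounds within control limits plus 3 SD, cut at about 15% in these data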;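 note: 0% = median of all compound wells on the plate and 100% = blocking peptide control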
# ARFGAP1 inhibitor: inhibits rat ARF GTPase activating protein 1; inhibition, % at 16.5 µM; Arfgap1-stimulated ARF1 GTP hydrolysis, GDP FP detection; 360,000 tested, 0.26% active; Q62848;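 active = inhibition above a per-plate limit, mean inhibition of low control wells plus 3 SD, cut at about 25% in these data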;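 note: 0% = DMSO wells with enzyme and 100% = wells lacking Arfgap1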
#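 System: truncated rat Arfgap1 GAP domain / Benchmarks: high control wells lacking Arfgap1, low control full reaction with DMSO / Times: compound-enzyme preincubation 20 min, reaction 120 min, detection 60 min, 25 °C / Repeats: one replicate per compound / Also added: human ARF1(Δ1-17)-GTP substrate / Measured by: Tracer-displacement fluorescence polarization with EDTA stop, 620/688 nm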
# PLC-gamma1 inh: inhibitors of human phospholipase C gamma1. P19174. 370,000 tested, 0.84% active. purified PLC-gamma1, fluorogenic substrate, fluorescence. AID 720700. inhibition, % at 12.2 µM; in the data active = inhibition above about 9.5%
# UHRF1 MBD2 ctr: human UHRF1 methylated DNA binding inhibitors | Q96T88 | UHRF1 binding to methylated oligo, TR-FRET | inhibition, % at 4.4 µM | 370,000 tested, 0.75% active; in the data active = inhibition above about 21%;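 note: UHRF1 SRA domain binding a hemimethylated CpG hairpin DNA probe; 0% = median of test compound wells and 100% = reference inhibitor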
# Target sequence (Q96T88 whole entry, looked up, the tested form may be a part): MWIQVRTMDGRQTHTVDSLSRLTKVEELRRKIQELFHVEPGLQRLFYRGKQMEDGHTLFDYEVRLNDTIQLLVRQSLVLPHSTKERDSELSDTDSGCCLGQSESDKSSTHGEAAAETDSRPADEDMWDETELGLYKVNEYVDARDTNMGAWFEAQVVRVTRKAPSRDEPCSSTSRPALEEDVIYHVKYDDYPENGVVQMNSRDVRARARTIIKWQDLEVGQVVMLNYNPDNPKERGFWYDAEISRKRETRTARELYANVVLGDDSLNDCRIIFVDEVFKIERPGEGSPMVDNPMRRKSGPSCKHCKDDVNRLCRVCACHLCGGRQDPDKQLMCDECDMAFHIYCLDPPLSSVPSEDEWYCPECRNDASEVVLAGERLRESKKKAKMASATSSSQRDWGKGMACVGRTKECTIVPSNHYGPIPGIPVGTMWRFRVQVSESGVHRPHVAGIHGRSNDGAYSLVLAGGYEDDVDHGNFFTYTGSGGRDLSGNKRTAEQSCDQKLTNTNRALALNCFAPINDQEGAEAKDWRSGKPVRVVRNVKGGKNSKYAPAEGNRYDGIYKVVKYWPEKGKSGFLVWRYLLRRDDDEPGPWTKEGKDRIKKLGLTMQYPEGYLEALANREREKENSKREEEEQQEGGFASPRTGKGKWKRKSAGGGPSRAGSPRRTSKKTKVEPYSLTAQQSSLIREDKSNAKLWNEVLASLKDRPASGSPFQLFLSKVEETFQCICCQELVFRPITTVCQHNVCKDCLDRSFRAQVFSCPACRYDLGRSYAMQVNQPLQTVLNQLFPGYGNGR
# Tn7 DDE FP: inhibitors of Tn7 peptide binding to human fibrin DD(E) | P02675 | FP displacement of FITC-Tn7 peptide from fibrin DD(E); 0% = median of compound wells per plate | inhibition, % at 8.3 µM | 370,000 tested, 0.13% active | AID 720508;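 active = inhibition above the mean of compounds falling within the control limits plus 3 SD of them, cut at about 14% in these data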;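 note: 0% = plate median of compound wells and 100% = 10 µM Aha-Tn7 peptide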
#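 Assay system: human fibrin DD(E) protein / Input: 2 µM fibrin DD(E) / Benchmarks: high control of 10 µM Aha-Tn7 peptide / Measured by: fluorescence polarization of the labelled Tn7 tracer / Medium: Tris buffer with calcium and detergent, pH 7.8 / Timing: 10 min compound pre-incubation, 3 h probe incubation at room temperature / Repeats: one replicate per compound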
# Numbers without * were called inactive. An unsorted share of the library; overall some 4.5% were active at least once.
No.	Molecule	PLCb3 inh	KLK7 zymogen act	Rev-erbA mod	HGIII-sPLA2 inh	ASAP1 GAP inh	DDE Tn6 FP inh	ARFGAP1 inhibitor	PLC-gamma1 inh	UHRF1 MBD2 ctr	Tn7 DDE FP
1	COc1ccc(CCNC(=O)CC2SC(=Nc3cc(C)cc(C)c3)NC2=O)cc1OC (stereo unspecified)	-6	0.0	-1	-11	-12	0	15	3	1	2
2	CCN1C(=O)/C(=C2/C=CC=CN2C)OC1=S	2	-0.5	-4	4	-8	-1	-2	1	-2	-2
3	Cc1cc(C)c(OCCOCCN2CCCC2)c(C)c1	0	0.0	-4	-2	6	7	-3	0	0	-1
4	CCOc1ccc(OCCC(=O)N(CC)CC(=O)Nc2ccccc2OC)cc1	-4	0.0	0	0	3	-7	19	2	0	-3
5	CC1(C)CC(CC(=O)O)(c2ccc(F)cc2)CCO1 (stereo unspecified)	5	0.6	1	-1	-2	-9	17	3	0	-1
6	O=C(N[C@H]1CC[C@H](CCNS(=O)(=O)c2ccc(Cl)cc2)O[C@@H]1CO)c1cccc(F)c1	-1	0.3	5	-6	9	2	8	5	23*	-4
7	O=C(CC[C@H]1O[C@@H](n2ccc(=O)[nH]c2=O)[C@H](O)[C@@H]1O)N1CCN(c2ccccn2)CC1	3	-0.2	5	9	3	0	-7	-1	4	-6
8	Cc1c(C(=O)NCc2ccc3c(c2)OCO3)sc(=O)n1Cc1ccc(-c2ccccc2)cc1	1	-0.4	1	-13	4	0	-1	1	-2	2
9	O=C(CCCCCNC(=O)c1ccccc1Br)N=Nc1c(O)[nH]c2ccccc12	-4	-0.2	6	0	-6	0	-2	2	2	-2
10	Cc1ccc(C(=O)N(Cc2ccccc2)C(C)(C)C)cc1C	0	-0.1	1	-6	-2	3	-4	1	0	4
11	COc1ccccc1CNC(=O)COC(=O)c1cc(C)oc1C	-4	0.1	5	6	-7	2	12	6	2	6
12	C[C@@H]1CN([C@@H](C)CO)C(=O)Cc2cc(NC(=O)Nc3ccc4c(c3)OCO4)ccc2O[C@@H]1CN(C)C(=O)NC1CCCCC1	0	0.1	3	-14	12	-7	5	-1	-2	-3
13	CC(=O)Nc1ccc(NC(=O)CCSCCc2ccccn2)cc1	-8	0.0	0	1	-7	-3	0	0	-1	-4
14	CC(C)(C)c1ccc(-c2nc(C#N)c(NCc3cccnc3)o2)cc1	-21	-0.3	1	-22	0	0	5	-19	-1	-8
15	Nc1ccc2nc(NC(=O)C3CCCCC3)sc2c1	-8	-1.2	-2	7	-9	-6	0	-2	3	-1
16	Cc1cc(-c2nnc(CCC(=O)NCc3ccc(F)c(F)c3)o2)no1	0	0.2	-4	-7	-2	6	-4	1	0	-1
17	N#Cc1ccc(OCC(=O)N2CCN(S(=O)(=O)c3cccs3)CC2)cc1	2	0.2	-7	6	5	4	-8	6	1	0
18	CCC(=O)Oc1ccc(C(=O)Nc2ccc([N+](=O)[O-])cc2)cc1	0	-0.2	-3	-10	7	3	3	2	-2	0
19	O=[N+]([O-])c1ccc(N2CCOCC2)cc1N1CCCCC1	-3	0.4	9	-1	-3	6	3	2	-5	0
20	O=C(Cc1ccc([N+](=O)[O-])cc1)NCc1ccc2c(c1)OCO2	0	0.0	-4	-5	-10	4	0	0	0	-2
21	O=C(O)c1ccccc1CSc1nnnn1-c1ccccc1	-1	0.9	1	1	-3	1	11	4	-3	8
22	CCOc1ccc(CCNC(=O)C2CCN(c3nnc(-n4cccc4)s3)CC2)cc1OCC	3	0.0	-3	-1	5	4	-8	3	2	-4
23	COc1ccc(C=O)c(-c2c(CCO)sc3ccccc23)c1	-1	0.2	-2	-1	-13	3	1	1	-2	-1
24	O=C(NCc1cccc(Cl)c1)c1cnccn1	-7	0.7	6	1	13	0	5	-5	-1	-6
25	Cc1onc(-c2c(Cl)cccc2Cl)c1C(=O)Nc1nccs1	-1	-0.5	-1	-8	-8	3	5	-3	0	-2
26	CC1CN(C(=O)c2cccc(S(=O)(=O)N3CCOCC3)c2)CC(C)O1 (stereo unspecified)	-2	-0.3	0	5	-2	5	0	-1	2	4
27	CC(=O)NC(c1ccc(F)c(F)c1)c1nc(-c2cccc(F)c2)cs1 (stereo unspecified)	-10	-3.1	7	-7	2	0	6	-6	-2	-9
28	O=C1CC2(CCN(C(=O)c3ccc(F)cc3)CC2)Oc2ccccc21	-31	0.8	-4	7	-16	-10	7	-25	2	0
29	NC(=O)c1ccc(C(=O)N/N=C(/Cc2ccccc2)c2ccccc2)cc1	-6	-0.1	3	-9	0	-6	2	-1	-2	-1
30	CC(C)(C)OC(=O)C[C@H]1C/C=C\C[C@H](CC(=O)NCCO)C(=O)NC[C@H](c2ccccc2)OC1=O	2	-0.5	-1	10	5	-4	-3	0	-3	-4
31	O=c1c(N2CCOCC2)coc2ccccc12	-10	0.0	-1	0	4	0	-9	-10	8	2
32	CN(C)CCN(C(=O)c1ccc(S(=O)(=O)N2CCCC2)cc1)c1nc2ccc(Br)cc2s1	-2	0.0	-3	-6	-1	-5	8	1	2	-1
33	CCOC(=O)C1(CCOC)CCN(C(=O)c2ccc(CSC)o2)CC1	-5	-0.1	-3	2	0	-7	6	0	0	10
34	COc1ccc(S(=O)(=O)N2CCC3(CC2)CC(=O)c2ccccc2O3)cc1OC	2	-0.6	-3	9	12	-11	4	0	0	1
35	CC(=O)C1CCC2C3CCC4CC(=O)CCC4(C)C3C=CC12C (stereo unspecified)	2	0.0	3	-8	-11	-5	3	0	-3	7
36	COc1ccc2c(c1OC)C(=O)OC2Nc1ccc(S(=O)(=O)N=C(N)N)cc1 (stereo unspecified)	-8	-0.2	-3	1	5	3	-13	-2	6	2
37	O=C(N/N=C/c1ccc(O)cc1)c1cc(-c2ccccc2)nc2ccccc12	-14	0.1	1	-31	12	1	8	-6	-3	2
38	CCOC(=O)C1CCN(C(=O)c2ccc3c(c2)OCCO3)CC1	-8	-0.4	-4	10	4	-11	9	12*	1	-2
39	Cc1ccc(Cn2ccc(NC(=O)c3noc4c3CCCC4)n2)cc1	2	-0.2	-3	3	3	12	-7	4	-2	10
40	N#CC1(Cc2ccc(Cl)cc2)c2ccccc2C=CN1C(=O)c1ccccc1 (stereo unspecified)	-5	-0.7	-1	-3	-7	1	-4	0	0	2
41	CCCCNc1nnc(SCC(=O)c2c(N)n(C3CC3)c(=O)[nH]c2=O)s1	-2	-0.5	0	-6	-1	8	15	1	0	-4
42	COC(=O)c1c(NC(=O)Nc2ccc(Cl)cc2)sc(C)c1C	-1	0.9	7	9	7	6	2	0	-1	7
43	O=[N+]([O-])c1cccc(S(=O)(=O)N2CCN(c3ccccn3)CC2)c1	-2	-0.1	7	1	14	-2	-10	0	-1	4
44	CC(=O)N(C)Cc1ccc(C(=O)CSc2nnc(C3CC3)n2C2CC2)cc1	-4	-0.1	0	-15	-11	-5	0	6	4	-2
45	Cc1cc(C)cc(-c2nnc(SCC(=O)c3c(N)n(C4CC4)c(=O)[nH]c3=O)o2)c1	-8	0.0	-4	6	0	2	4	-3	1	4
46	COC(=O)c1ccc2c(c1)c(-c1ccccc1)c(-c1ccccc1)n2C	-15	0.2	10	9	4	7	-9	-10	1	4
47	CCC(NC(=O)c1cccc(Cn2nc(C)c([N+](=O)[O-])c2C)c1)c1ccc(C(C)C)cc1 (stereo unspecified)	-2	0.0	2	-3	-12	2	-5	-2	-3	6
48	COc1ccc(OC)c(S(=O)(=O)Nc2cc3c4c(c2)C(C)C(=O)N4CCC3)c1 (stereo unspecified)	-6	0.6	0	-29	-7	1	3	-3	-5	9
49	Cc1[nH]ncc1Nc1c(C(C)C)cccc1C(C)C	3	-0.5	-5	-5	9	-3	7	1	-1	-4
50	O=C(COc1ccccc1Cl)Nc1cc(NC(=O)COc2ccccc2Cl)cc(C(=O)O)c1	3	-0.2	1	1	0	-1	11	3	1	1
51	COc1ccc2[nH]cc(CCNC(=O)C3CCCCC3)c2c1	-7	-0.6	-8	-9	6	2	1	-5	0	7
52	COC(=O)N(C)C[C@@H]1OCc2cnnn2CCCC(=O)N([C@@H](C)CO)C[C@@H]1C	9	0.3	5	-2	1	2	5	14*	0	0
53	COc1ccccc1NC(=O)c1cc(C(=O)O)ccc1C(=O)O	1	-0.3	4	4	-9	-2	-16	1	-2	2
54	COC(=O)c1ccc(Cn2cc([N+](=O)[O-])cn2)cc1	-6	-0.1	1	-4	3	-4	7	-2	1	-5
55	CCC(c1nnnn1-c1ccc2c(c1)OCCO2)N1CCN(Cc2c(F)cccc2Cl)CC1 (stereo unspecified)	-2	-0.5	0	-8	-12	1	-12	0	-1	2
56	COC(=O)C1CCN(C(=O)COc2cc3sc(C)nc3c3sccc23)CC1	2	0.5	6	-10	6	6	8	-4	3	-2

# (more compounds)
No.	Molecule	PLCb3 inh	KLK7 zymogen act	Rev-erbA mod	HGIII-sPLA2 inh	ASAP1 GAP inh	DDE Tn6 FP inh	ARFGAP1 inhibitor	PLC-gamma1 inh	UHRF1 MBD2 ctr	Tn7 DDE FP
57	CC(C)NC(=O)N(C)C[C@H]1Oc2c(cccc2N(C)C)C(=O)N([C@H](C)CO)C[C@@H]1C	0	-0.1	-3	0	18	-7	4	1	-4	-2
58	COc1ccc(-n2cnc3cc(C(=O)N4CCOCC4)ccc32)cc1	-6	1.1	3	1	-9	8	5	5	3	1
59	CCOC(=O)/C(=C/c1ccc(OC(=O)c2ccccc2)cc1)C(C)=O	7	0.6	-4	2	6	6	8	6	-1	-1
60	Cc1cc(NC(=O)CSc2nc3ccccc3[nH]2)no1	2	0.1	-1	-1	2	0	2	1	-1	3
61	O=C(CCSc1ccc(F)cc1)NNC(=O)c1ccc([N+](=O)[O-])cc1	1	-0.2	-4	-9	2	6	12	5	-1	-11
62	O=C(c1cc2ccccc2o1)N1CCN(c2ccccc2Cl)CC1	1	-0.5	-1	-3	6	-4	2	1	3	-9
63	Cc1ccc(S(=O)(=O)N2C[C@H]3C(=O)C[C@@H](c4ccccc4F)N(S(=O)(=O)c4ccc(C)cc4)[C@H]3C[C@H]2c2cccc3ccccc23)cc1	0	-0.1	11	-6	11	-4	8	4	-3	2
64	O=C(NC1CC(=O)N(c2ccccc2)C1)N1CCN(C(=O)c2ccco2)CC1 (stereo unspecified)	-8	-0.8	-7	5	7	-5	6	0	1	-6
65	COc1ccccc1N1CCN(CC(=O)Nc2ccccc2C(=O)NC(C)c2ccccc2)CC1 (stereo unspecified)	-4	-0.1	5	-1	1	-6	-12	1	0	1
66	NC(=O)c1ccc(NC(=O)c2ccc(CN3CCOCC3)cc2)cc1	1	0.6	5	9	1	-4	-8	2	4	2
